# Screening data from PubChem BioAssay.
# TLR4 MyD88 comp: inhibitors of human TLR4-MyD88 binding; O00206+Q99836; HeLa CL3-4 TLR4/MyD88 BLA complementation, FRET ratio; inhibition, % at 8.4 µM; 0.18% of 200,000 active; AID 861; in the data active means inhibition above about 25%;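 further: 0% = vehicle and 100% = reference inhibitor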
# S1P3 antag: blocks the human S1P3 receptor; inhibition, % at 4.98 µM; 0.27% of 170,000 active; CHO S1P3 NFAT-BLA reporter, FRET fluorescence, antagonist mode; Q99500;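 active means inhibition above the plate cutoff, the mean inhibition of test wells on that plate plus 3 SD, cut at about 28% in these data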;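 further: cells challenged with S1P at its EC80 of 0.8 µM; blue over green emission ratio from cleaved BLA substrate after 4 h stimulation; 0% = S1P-stimulated wells and 100% = unstimulated DMSO-only wells; some compounds past the cut are filed as inactive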
# Target sequence (Q99500 whole entry, looked up): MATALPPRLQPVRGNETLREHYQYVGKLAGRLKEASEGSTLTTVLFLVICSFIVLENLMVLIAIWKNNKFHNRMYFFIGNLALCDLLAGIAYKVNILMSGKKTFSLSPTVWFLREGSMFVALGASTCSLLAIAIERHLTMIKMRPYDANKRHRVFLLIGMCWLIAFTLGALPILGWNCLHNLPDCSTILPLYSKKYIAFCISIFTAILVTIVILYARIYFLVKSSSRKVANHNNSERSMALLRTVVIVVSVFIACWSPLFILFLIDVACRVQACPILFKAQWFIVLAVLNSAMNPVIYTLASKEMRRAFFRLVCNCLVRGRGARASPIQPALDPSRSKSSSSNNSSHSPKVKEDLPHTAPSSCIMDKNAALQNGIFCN
# ROMK primary: modulators of human ROMK potassium channel. P48048. Tet-inducible ROMK, thallium flux fluorescence; actives lie on both sides. B-score at 10 µM. 2% of 130,000 active. AID 1918;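 active means signal ratio slope over the read window, or its plate-corrected B-score, at least 3 SD from the plate mean, either direction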;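 further: B-score of the F/F0 ratio slope over 7 to 12 s after thallium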
# RAM inhibit: blocks the yeast RAM network. S. cerevisiae dse1pr::URA3 reporter, 5-FOA growth OD615, 2 d; analog-sensitive cbk1-as2 kinase mutant strain. inhibition, % at 50 µM. 1.8% of 190,000 active. AID 868;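 active means inhibition above a set limit, 3 SD over mean compound inhibition, cut at about 8.4% in these data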;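 further: 0% = DMSO-only wells with no growth and 100% = 10 µM 1-NA-PP1 full growth; inhibition rescues growth on 5-FOA so higher OD means more RAM inhibition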
# TR-FRET SRC-2 ct: TR-FRET artefact, counter-screen to PPARgamma/SRC-2 agonist assay; hits give high values; TR-FRET ratio at 8 µM; 0.4% of 200,000 active; in the data active means TR-FRET ratio above about 2000; further: inactives centre near 1500
# STAT3 act: activators of IL-6 induced STAT3 signaling; activation (% of control), % at 5.6 µM; 0.91% of 190,000 active; U3A cells, IL-6 STAT3-luciferase reporter, luminescence; 100% = signal with IL-6 EC80 alone;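 active means activation above the screen-wide mean of compound activation plus 3 SD, cut at about 130% in these data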;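 further: 0% = background luminescence of wells with medium and substrate only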
#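 Material: human STAT1-deficient U3A cells with stable STAT3-luciferase reporter / Probe or stimulus: IL-6 stimulus at 33 ng/mL final / Schedule: 1 h compound pre-exposure, 6 h IL-6 stimulation, 37 °C / Technique: luminescence / Read-out basis: percent of IL-6-only median luminescence / Control set: IL-6-only high control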
# STAT3 inh: reduces IL-6 driven STAT3 reporter signal; U3A cells, IL-6 STAT3-luciferase reporter, luminescence; host cell line lacks STAT1; inhibition, % at 5.5 µM; 0.89% of 190,000 active; AID 862;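 active means inhibition above the mean inhibition across all screened compounds plus 3 SD, cut at about 44% in these data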;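 further: 0% = DMSO only wells and 100% = 100 µM nifuroxazide control wells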
# PPARg SRC2 recr: PPARgamma-driven SRC-2 recruitment agonism; PPARgamma LBD-SRC-2 recruitment, biochemical; activation, % at 8 µM; 0.34% of 200,000 active; in the data active means activation above about 22%;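 further: 0% = vehicle and 100% = reference agonist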
# Target sequence (P37231 whole entry, looked up, the tested form may be a part): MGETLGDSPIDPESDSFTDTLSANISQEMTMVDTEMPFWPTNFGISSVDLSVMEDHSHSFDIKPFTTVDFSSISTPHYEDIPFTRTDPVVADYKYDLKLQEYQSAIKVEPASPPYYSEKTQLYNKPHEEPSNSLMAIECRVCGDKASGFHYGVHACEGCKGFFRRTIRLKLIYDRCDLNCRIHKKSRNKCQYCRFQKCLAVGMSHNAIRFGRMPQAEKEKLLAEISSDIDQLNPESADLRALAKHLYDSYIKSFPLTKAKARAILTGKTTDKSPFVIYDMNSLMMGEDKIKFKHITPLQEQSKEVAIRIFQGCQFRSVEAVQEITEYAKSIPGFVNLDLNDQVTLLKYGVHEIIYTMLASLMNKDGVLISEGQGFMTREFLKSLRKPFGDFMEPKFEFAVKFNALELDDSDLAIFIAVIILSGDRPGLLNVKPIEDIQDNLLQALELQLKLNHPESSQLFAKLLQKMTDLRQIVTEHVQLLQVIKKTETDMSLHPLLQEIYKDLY
# STAT1 blocker: reduces IFN-gamma driven STAT1 reporter signal; 0.35% of 200,000 active; NIH 3T3 STAT1-luciferase reporter, luminescence; inhibition, % at 5.5 µM;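 active means inhibition above a set limit, the mean inhibition across all tested compounds plus 3 SD, cut at about 34% in these data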;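 further: 0% = IFN-gamma with DMSO and 100% = IFN-gamma with 300 µM nifuroxazide; values of inactives mirror those of a sister screen read the other way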
# PPARg SRC-1 ag: PPARgamma-driven SRC-1 recruitment agonism; PPARgamma-SRC-1 coactivator recruitment biochemical assay; activation, % at 8 µM; 0.41% of 200,000 active; in the data active means activation above about 19%;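 further: 0% = DMSO and 100% = reference agonist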
# PPARg SRC3 recr: PPARgamma-driven SRC-3 recruitment agonism. biochemical PPARgamma/SRC-3 coactivator recruitment assay. activation, % at 8 µM. P37231. 0.26% of 200,000 active; in the data active means activation above about 23%;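 further: 0% = DMSO and 100% = reference agonist; some compounds past the cut are filed as inactive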
# Starred values were filed as active, the others as inactive; · = not tested or not shown. Rows are unselected. Share with any hit: about 5.6%.
SMILES,TLR4 MyD88 comp,S1P3 antag,ROMK primary,RAM inhibit,TR-FRET SRC-2 ct,STAT3 act,STAT3 inh,PPARg SRC2 recr,STAT1 blocker,PPARg SRC-1 ag,PPARg SRC3 recr
O=c1c2c(nc3n1CCCCC3)sc1c(O)c(Br)ccc12,8,·,0.32,1.9,1604,79,30,-1,12,-1,-1
CCOC(=O)N1CCN(C(=O)CN(c2ccccc2OC)S(=O)(=O)c2ccc(C)cc2)CC1,7,-15,·,0.6,1419,101,9,-1,10,0,-4
COc1cc(C2C(C#N)=C(N)OC3=C2C(=O)CC(C)(C)C3)ccc1OC(=O)N1CCOCC1 (stereo unspecified),-10,-12,·,1.9,1448,106,-2,8,-9,0,0
Cc1ccc(NCc2nnc(SC(C)C(=O)N/N=C/c3ccc(C)o3)n2-c2ccccc2)cc1 (stereo unspecified),2,·,·,1.9,1543,109,-10,3,16,0,-6
Cc1nn(Cc2ccc([N+](=O)[O-])cc2)c(=O)n1-c1cccc(F)c1,0,·,·,1.4,1575,93,19,8,-5,-1,1
CC(=O)Nc1ccc(OCC(O)CN2CCCCC2C)cc1 (stereo unspecified),-5,-7,0.5,0.7,1540,98,0,0,7,7,1
COc1ccc(-c2nnc(SCC(=O)N/N=C/c3ccccc3C(=O)O)n2-c2ccccc2)cc1,12,-14,0.31,0.7,1435,101,8,0,-6,-6,-3
COc1ccc(Cl)cc1NC(=O)Nc1ccccc1C(N)=O,0,7,0.18,3.8,1419,95,13,0,-8,-6,-6
CCOC(=O)c1[nH]c2cc(OC)c(OC)cc2c1NC(=O)c1nonc1C,-6,·,-0.25,-0.8,1427,82,26,1,-10,6,-12
CCOC(=O)/C(=C\c1cn(C)c2ccccc12)[N+](=O)[O-],0,2,·,-1.4,1587,100,-1,-6,5,8,2
CCOc1ccc2[nH]c(C)cc(=O)c2c1,-13,-16,·,0.5,1617,105,-1,3,-8,2,8
Cc1cc(=O)oc2cc(OCC(=O)Nc3nnc(C(C)C)s3)ccc12,2,·,0.42,4.8,1440,100,0,-1,-7,-4,0
Cc1c(C(=O)NC(C)CN2CCCCC2)oc2ccccc12 (stereo unspecified),-1,-19,-0.2,1.0,1627,105,-2,19,-3,-1,5
COC(=O)c1c(C)[nH]c(C)c1-c1ccccc1,-4,2,·,0.7,1311,99,7,6,5,7,7
O=C(CN(Cc1cccs1)C(=O)CNS(=O)(=O)c1ccc(F)cc1)NCC1CCCO1 (stereo unspecified),20,12,-0.079,2.0,1748,94,11,7,-1,1,3

# An excerpt from above in order of heavy-atom count, lowest first:
SMILES,TLR4 MyD88 comp,S1P3 antag,ROMK primary,RAM inhibit,TR-FRET SRC-2 ct,STAT3 act,STAT3 inh,PPARg SRC2 recr,STAT1 blocker,PPARg SRC-1 ag,PPARg SRC3 recr
CCOc1ccc2[nH]c(C)cc(=O)c2c1,-13,-16,·,0.5,1617,105,-1,3,-8,2,8
COC(=O)c1c(C)[nH]c(C)c1-c1ccccc1,-4,2,·,0.7,1311,99,7,6,5,7,7
CCOC(=O)/C(=C\c1cn(C)c2ccccc12)[N+](=O)[O-],0,2,·,-1.4,1587,100,-1,-6,5,8,2
O=c1c2c(nc3n1CCCCC3)sc1c(O)c(Br)ccc12,8,·,0.32,1.9,1604,79,30,-1,12,-1,-1
COc1ccc(Cl)cc1NC(=O)Nc1ccccc1C(N)=O,0,7,0.18,3.8,1419,95,13,0,-8,-6,-6
Cc1nn(Cc2ccc([N+](=O)[O-])cc2)c(=O)n1-c1cccc(F)c1,0,·,·,1.4,1575,93,19,8,-5,-1,1
Cc1cc(=O)oc2cc(OCC(=O)Nc3nnc(C(C)C)s3)ccc12,2,·,0.42,4.8,1440,100,0,-1,-7,-4,0
CCOC(=O)c1[nH]c2cc(OC)c(OC)cc2c1NC(=O)c1nonc1C,-6,·,-0.25,-0.8,1427,82,26,1,-10,6,-12
O=C(CN(Cc1cccs1)C(=O)CNS(=O)(=O)c1ccc(F)cc1)NCC1CCCO1 (stereo unspecified),20,12,-0.079,2.0,1748,94,11,7,-1,1,3
COc1cc(C2C(C#N)=C(N)OC3=C2C(=O)CC(C)(C)C3)ccc1OC(=O)N1CCOCC1 (stereo unspecified),-10,-12,·,1.9,1448,106,-2,8,-9,0,0
Cc1ccc(NCc2nnc(SC(C)C(=O)N/N=C/c3ccc(C)o3)n2-c2ccccc2)cc1 (stereo unspecified),2,·,·,1.9,1543,109,-10,3,16,0,-6
COc1ccc(-c2nnc(SCC(=O)N/N=C/c3ccccc3C(=O)O)n2-c2ccccc2)cc1,12,-14,0.31,0.7,1435,101,8,0,-6,-6,-3

# The list goes on.
SMILES,TLR4 MyD88 comp,S1P3 antag,ROMK primary,RAM inhibit,TR-FRET SRC-2 ct,STAT3 act,STAT3 inh,PPARg SRC2 recr,STAT1 blocker,PPARg SRC-1 ag,PPARg SRC3 recr
CCOc1cc(NC(=O)C2CC2)c(OCC)cc1NC(=O)c1ccccn1,5,6,-0.73,4.4,1599,85,24,5,-4,7,7
Cc1ccccc1S(=O)(=O)Nc1nc2ccccc2nc1Cl,7,-6,-0.23,-1.6,1582,108,-9,0,-7,4,3
COc1ccc(NC(=O)C(Sc2nnc3ccccn23)c2ccccc2)cc1Cl (stereo unspecified),9,2,·,5.3,1782,105,-3,6,6,5,5
COCCn1nnnc1C(c1ccc(OC)cc1OC)N1CCN(c2ccccc2F)CC1 (stereo unspecified),-8,23,-0.093,-0.8,1179,101,8,-6,-4,7,-7
CCCCOCCCNC(=O)N[C@H](C(=O)OC)C(C)C,-8,10,-0.064,-0.5,1633,105,-3,10,4,10,-4
COc1ccc(OC)c(NC(=O)C2CCC(CNc3c(N4CCC(C)CC4)c(=O)c3=O)CC2)c1 (stereo unspecified),15,-21,·,1.1,1783,87,21,12,-13,0,3
CC(c1ccccc1)C1CC(=O)N(C2CCCCC2)C1=O (stereo unspecified),16,·,0.11,-0.1,1240,107,-11,-8,-5,-3,-5
COc1ccc(-c2nnc(SCC(=O)c3[nH]c(C)c(C(C)=O)c3C)o2)cc1,-1,27,0.32,3.5,1621,78,30,9,5,19*,0
CCCSc1nc2c(c(=O)[nH]c(=O)n2C)n1C,-3,-6,·,2.9,1609,102,3,10,-5,21*,15
CN(C)CCn1c(=S)[nH]c2ncccc2c1=O,-9,-24,-0.47,0.4,1645,102,6,8,-5,8,3
COc1cccc(C(=O)n2c(SC)nc3cc4c(cc32)OCCO4)c1,-1,·,·,0.3,1577,103,2,13,-3,8,-1
Cc1cc2c3c(c1C)C(=O)C(=O)N3C(C)(C)CC2C (stereo unspecified),3,-5,-0.63,0.6,1454,103,-1,-1,1,9,0
Cc1noc(C)c1S(=O)(=O)N1CCC(C(=O)NCCC2=CCCCC2)CC1,6,·,0.35,0.0,1362,100,6,2,-2,2,-3
CN(C)CCCNCC(=O)Nc1ccccc1N1CCOCC1,7,·,0.84,1.6,1528,99,-1,6,-3,-2,-1
CCOc1ccc(CN2CCC(=O)NC2=O)cc1,6,-38,0.64,4.8,1568,98,5,1,-2,-3,-3
Cc1[nH]nc2c1C(Cc1ccccc1)C(C#N)=C(N)O2 (stereo unspecified),-15,4,·,0.6,1468,100,6,2,-4,3,-2
FC(F)(F)c1nc(-c2cccnc2)ncc1-c1nnnn1-c1ccccc1,5,·,-0.099,0.7,1759,86,22,9,9,3,1
CCc1nnc(SCC(=O)N2CCCc3ccccc32)nc1CC,-5,12,-2.4,0.0,1669,110,-11,7,1,6,13
COc1c(Cl)cc(-c2noc(C)c2C(=O)NCc2ccccc2)cc1Cl,-2,·,·,4.0,1701,100,8,3,6,-2,9
COc1ccc(C(=O)Oc2ccc(/C=N/NC(=O)Cc3ccc([N+](=O)[O-])cc3)cc2)cc1,-2,-13,·,-2.3,1311,103,-5,-1,-5,-5,-6
CCCCN(CC)S(=O)(=O)c1ccc(C(=O)Nc2nnc(-c3ccccc3Cl)o2)cc1,8,-31,·,1.9,1424,96,10,-1,0,0,2
c1coc(Cn2nnnc2CN2CCN(C3CCCCC3)CC2)c1,4,-34,0.57,1.1,1557,104,0,5,2,11,7
O=C(NCCN1C(=O)S/C(=C\c2ccc(F)cc2)C1=O)c1cccc(S(=O)(=O)N2CCOCC2)c1,-2,0,·,3.0,1294,103,-4,-7,5,-8,2
CSC1=N/C(=C\c2ccccc2C)C(=O)S1,-14,-6,0.21,3.5,1552,97,5,-3,-6,-6,-3
Cc1cccc(CCN(C(=O)Cc2cccs2)C(C(=O)NC2CCCCC2)c2cccnc2)c1 (stereo unspecified),-4,·,·,3.6,1399,115,-15,-3,4,-7,-18
